Mtb UGM inh: blocks M. tuberculosis UGM enzyme. P9WIQ1. purified UGM, fluorescence polarization probe displacement. inhibition, % at 10 µM. 320,000 tested, 0.06% active. AID 504406; in the data active means inhibition above about 10%, passing the limit was not always enough; inconclusive means no clear call, values can overlap the other calls
BoNT F protease: blocks Botulinum neurotoxin F light chain protease; Multiplex microsphere protease cleavage assay, flow cytometry; inhibition, % at 10 µM; 360,000 tested, 0.22% active; AID 588497; in the data active means inhibition above about 35%, passing the limit was not always enough; inconclusive means no clear call, values can overlap the other calls; further: plate controls were buffer without enzyme for full effect and enzyme alone for no effect
Mtb FBA inh: inhibits M. tuberculosis FBA enzyme; P9WQA3; AID 588726; inhibition, % at 1 µM; 360,000 tested, 2.3% active; purified M. tuberculosis FBA, fluorescence read-out; in the data active means inhibition above about 27%;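 further: 0% = vehicle and 100% = reference inhibitor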
Mtb BioA inh: inhibitors of Mycobacterium tuberculosis BioA enzyme; purified M. tuberculosis BioA enzyme, plate reader; inhibition, % at 9.99 µM; 360,000 tested, 0.096% active; AID 602481; in the data active means inhibition above about 40%; inconclusive means no clear call, values can overlap the other calls
MazF activator: MazEF (E. coli) toxin RNase activation; activation, % at 20 µM; P0AE70; AID 504720; 350,000 tested, 0.32% active; FAM/BHQ RNA-DNA oligo cleavage fluorescence, 5 h; in the data active means activation above about 50%
Target sequence (P0AE70 whole entry, looked up): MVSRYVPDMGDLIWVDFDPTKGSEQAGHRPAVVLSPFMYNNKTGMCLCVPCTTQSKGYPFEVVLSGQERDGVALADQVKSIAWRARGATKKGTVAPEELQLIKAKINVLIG
FadD28 binding: M. tuberculosis FadD28 bisubstrate binding inhibition; FadD28 bisubstrate probe binding, fluorescence polarization; inhibition, % at 12.5 µM; 360,000 tested, 0.22% active; in the data active means inhibition above about 8.5%, passing the limit was not always enough; inconclusive means no clear call, values can overlap the other calls
PrPC surface inh: reduces human prion protein on the cell surface. P04156. cell surface PrPC, TR-FRET read-out. inhibition, % at 13.8 µM. 370,000 tested, 0.43% active; in the data active means inhibition above about 24%; further: 0% = median of the test wells and 100% = reference compound wells
Rv3671c protease: inhibits the M. tuberculosis serine protease Rv3671c. inhibition, % at 5.96 µM. 320,000 tested, 0.048% active. AID 2606; in the data active means inhibition above about 38%;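 further: extracellular domain of Rv3671c used as enzyme; 0% = enzyme with DMSO and 100% = no enzyme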
Target sequence (P9WHR9 whole entry, looked up, the tested form may be a part): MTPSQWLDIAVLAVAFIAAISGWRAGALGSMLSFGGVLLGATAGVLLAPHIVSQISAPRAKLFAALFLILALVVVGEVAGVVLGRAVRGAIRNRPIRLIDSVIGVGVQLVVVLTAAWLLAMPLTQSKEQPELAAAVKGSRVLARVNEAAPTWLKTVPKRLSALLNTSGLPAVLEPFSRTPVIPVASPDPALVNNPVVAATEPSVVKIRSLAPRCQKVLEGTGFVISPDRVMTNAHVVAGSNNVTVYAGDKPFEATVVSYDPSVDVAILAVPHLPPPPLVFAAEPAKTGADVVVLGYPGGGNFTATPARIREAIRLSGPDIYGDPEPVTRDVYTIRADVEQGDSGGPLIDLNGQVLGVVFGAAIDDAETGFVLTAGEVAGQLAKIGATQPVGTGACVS
GDH-TPI inh: GDH-TPI coupled enzyme inhibition counter-screen; GDH-TPI coupled enzyme counterscreen, NADH absorbance; inhibition, % at 4.8 µM; 360,000 tested, 1.2% active; AID 588335; in the data active means inhibition above about 30%;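 further: 0% = DMSO wells and 100% = wells lacking the enzyme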
Active calls of the source: *; ? = inconclusive; / = no result given. Outcome played no part in choosing rows. Share with any hit: about 4.8%.

smiles	BoNT F protease	Mtb FBA inh	Mtb BioA inh	FadD28 binding	Mtb UGM inh	PrPC surface inh	GDH-TPI inh	Rv3671c protease	MazF activator
CCOC(=O)c1ccc(NC(=O)c2ccc(C)c(S(=O)(=O)N3CCOCC3)c2)cc1	2	0	/	-2.5	-1.0	10	-4	-6	-2
COc1ccc(CNC(=O)Cc2csc(NC(=O)Nc3ccccc3OC)n2)cc1	-5	1	-0.1	-4.3	-1.8	-1	-9	-2	-1
Cc1ccc(NC(=O)CCC(=O)NNC(=O)c2ccccc2)c(C)c1	-2	5	-2.0	-1.8	-0.8	3	-5	10	5
CCOc1ccccc1N(CC(=O)Nc1ccc2c(c1)OCCO2)S(C)(=O)=O	-3	5	1.0	0.3	-0.8	-6	-14	1	7
CCCn1nc(C(=O)N2CC(=O)Nc3ccccc32)c2ccccc2c1=O	-2	-1	-1.4	1.3	1.2	7	0	-2	-6
N#C[C@H]1C(O)C(O)c2ccccc2N1C(=O)c1ccccc1 (stereo partly specified)	10	-1	-0.4	0.2	1.5	-1	4	-13	3
CC(Sc1nnc(Cn2c(=O)sc3ccccc32)n1C)c1ccccc1 (stereo unspecified)	-2	0	-0.6	-2.6	-1.6	-7	-3	7	-6
Cn1cccc1C(=O)OCC(=O)Nc1ccc2[nH]c(=O)[nH]c2c1	-6	1	-0.5	-1.1	2.7	-6	2	-1	-16
CCOc1cc(N2CCOCC2)c(OCC)cc1NC(=O)CSc1nnc(N)s1	-7	0	/	-0.3	-1.8	-4	-3	7	6
CC(C)NC(=O)C1CCCN(c2nnc(-n3cccc3)s2)C1 (stereo unspecified)	7	3	-2.1	-1.0	2.6	-6	9	4	7
CC(C)N(C)CCOC(=O)/C=C/c1ccccc1	1	5	1.5	-0.4	-1.4	3	6	-3	6
COC(=O)C[C@H]1C[C@H]2c3cc(NC(=O)CC4CC4)ccc3O[C@H]2[C@H](CO)O1	5	2	-1.4	-0.3	/	-5	4	/	8
COc1cc2c(cc1OC)-c1c3c(cc4c1[C@@H](C2)N(C)CC4)OCO3	-12	14	-0.3	1.0	1.4	-5	7	-132	3
COCOCCn1cc(CN2CCS(=O)(=O)N(Cc3ccc(-c4ccc(Cl)cc4)cc3)C(CC(C)C)C2=O)nn1 (stereo unspecified)	2	-1	-0.6	-4.3	/	-3	8	/	16
O=C(NCCO)c1cccc(-c2ccc3nncn3c2)c1	0	3	1.5	-3.6	/	-7	-7	/	/
Cc1cc(C)cc(N(CC(=O)NC2CCCC2)C(=O)CCC(=O)Nc2nc(C)cs2)c1	8	0	-1.1	-2.3	3.8	3	-6	1	2
N#C/C(=C\c1ccc2c(c1)OCCO2)C(=O)Nc1nccs1	-2	0	-0.9	-0.8	0.1	2	5	1	14
COc1ccc(C(=O)N2CCCC(C(=O)N3CCN(c4ccccc4)CC3)C2)cc1 (stereo unspecified)	/	0	0.0	1.7	-4.2	7	10	3	-9
C/C(CC(=O)Nc1ccc2c(c1)OCCO2)=N\NC(=O)c1ccccn1	1	-2	/	-1.7	-1.2	-8	-3	0	-3
O=C1CCNc2ccc(-c3ccccc3)cc21	-5	10	/	-5.2	2.6	-11	0	-22	-36

The last 5 entries of the part above come first, to join the parts:
smiles	BoNT F protease	Mtb FBA inh	Mtb BioA inh	FadD28 binding	Mtb UGM inh	PrPC surface inh	GDH-TPI inh	Rv3671c protease	MazF activator
Cc1cc(C)cc(N(CC(=O)NC2CCCC2)C(=O)CCC(=O)Nc2nc(C)cs2)c1	8	0	-1.1	-2.3	3.8	3	-6	1	2
N#C/C(=C\c1ccc2c(c1)OCCO2)C(=O)Nc1nccs1	-2	0	-0.9	-0.8	0.1	2	5	1	14
COc1ccc(C(=O)N2CCCC(C(=O)N3CCN(c4ccccc4)CC3)C2)cc1 (stereo unspecified)	/	0	0.0	1.7	-4.2	7	10	3	-9
C/C(CC(=O)Nc1ccc2c(c1)OCCO2)=N\NC(=O)c1ccccn1	1	-2	/	-1.7	-1.2	-8	-3	0	-3
O=C1CCNc2ccc(-c3ccccc3)cc21	-5	10	/	-5.2	2.6	-11	0	-22	-36
Cc1ccc2c(c1)nnn2C1CCN(C(=O)c2ccccc2F)CC1	-4	2	14	-0.9	-1.5	3	-7	0	-2
COCCN1C(=O)c2ccccc2C(C(=O)NCCCN2CCCC2=O)C1c1c[nH]c2ccccc12 (stereo unspecified)	-6	1	0.1	-1.6	/	9	2	/	12
O=C(COC(=O)c1c2c(nc3ccccc13)/C(=C\c1ccco1)CC2)NC1CCCC1	6	2	/	-1.3	/	-6	1	/	-4
Cc1ccc(CN2C(=O)C(C)Oc3ccccc32)cc1 (stereo unspecified)	5	-4	/	-5.6	-3.7	16	-9	3	3
Oc1ccc(/C=N/N2CCCCC2)c(O)c1O	-12	-2	0.0	0.5	-2.5	-10	-9	-4	-10
O=C1CCCC(O)=C1N=Nc1ccc(S(=O)(=O)N2CCOCC2)cc1	-2	-2	-1.7	0.8	2.8	2	15	-2	-2
CC(=O)c1sc(NC(=O)C2CSC3(C)CCC(=O)N23)nc1-c1ccccc1 (stereo unspecified)	6	-3	0.4	0.3	0.7	-23	12	8	-4
Cn1c(=O)c2c(nc(Cl)n2Cc2ccncc2)n(C)c1=O	-13	-1	0.7	-2.3	1.2	-1	-1	-11	6
COc1ccccc1CNC(=O)CC1Sc2ccccc2NC1=O (stereo unspecified)	-2	0	-0.2	-5.0	-0.6	-2	-3	3	1
CC(C)(C)c1ccc2c(c1)N(CC(=O)N1CCOCC1)C(=O)CO2	-2	1	-1.9	-4.0	-0.3	5	12	-2	4
COc1ccc(C2=NOC(C(=O)Nc3ccc4c(c3)OCO4)C2)cc1 (stereo unspecified)	-44	1	-1.0	1.9	-1.1	6	-5	/	4
COc1cccc(-c2ccc(NC(=O)C3CCCN(Cc4cc(C)[nH]n4)C3)cc2)c1 (stereo unspecified)	-6	2	-3.4	-1.6	-6.4	-3	-2	0	-2
CCOc1ccc(OCCCC(=O)NCCOc2ccccc2OC)cc1	6	3	0.3	0.7	1.6	0	7	1	-6
CC1(C(=O)NCc2ccccc2Br)CCN1C(=O)C1(c2ccc(Cl)cc2)CC1 (stereo unspecified)	-1	1	-0.1	-3.5	/	-4	10	/	/
CC(O)CNC(=O)C1CCN(Cc2ccc(OCc3ccccc3)cc2)CC1 (stereo unspecified)	-5	3	1.0	0.3	0.2	2	-2	6	-1
Cc1cc(C(=O)OCC(=O)c2ccc3c(c2)OCCO3)c(C)o1	-9	0	0.3	-4.4	-4.8	7	5	13	-4
CCOC(=O)c1ccc(NC(=O)c2nc[nH]c2C(=O)N2CCN(c3ccccc3)CC2)cc1	0	-2	-1.9	-1.3	-0.3	11	6	8	-3
COc1ccc(CC(=O)Nc2cccc(-c3nnc(-c4ccc(C)cc4)o3)c2)cc1OC	-14	5	-0.2	-0.7	0.6	-4	0	-7	7
O=C(NCC1CCCO1)c1cccc(NC(=O)c2ccccc2)c1 (stereo unspecified)	-1	0	0.2	-1.0	3.1	7	6	-13	-2
CCCCCc1cc(=O)oc2c(C(CCN3CCCC3)c3cc(OC)c(OC)c(OC)c3)c(OC)cc(OC)c12 (stereo unspecified)	-15	0	0.1	-9.9	-0.4	-25	-1	1	9

2 entries drawn at random from the list so far, as already listed:
smiles	BoNT F protease	Mtb FBA inh	Mtb BioA inh	FadD28 binding	Mtb UGM inh	PrPC surface inh	GDH-TPI inh	Rv3671c protease	MazF activator
O=C(COC(=O)c1c2c(nc3ccccc13)/C(=C\c1ccco1)CC2)NC1CCCC1	6	2	/	-1.3	/	-6	1	/	-4
Oc1ccc(/C=N/N2CCCCC2)c(O)c1O	-12	-2	0.0	0.5	-2.5	-10	-9	-4	-10

(more compounds)
smiles	BoNT F protease	Mtb FBA inh	Mtb BioA inh	FadD28 binding	Mtb UGM inh	PrPC surface inh	GDH-TPI inh	Rv3671c protease	MazF activator
CCOC(=O)N1CCC(NCCNC(=O)c2ccco2)CC1	3	1	-1.7	0.0	0.6	1	-3	-4	4
COC(=O)c1ccc(N2CCN(CC(=O)c3ccc(-c4ccccc4)cc3)CC2)c([N+](=O)[O-])c1	-5	0	0.1	-1.2	-0.8	-14	8	1	0
O=C(NNC(=S)NC1CCCCC1)c1ccccc1Cl	-2	1	-1.7	-3.4	2.3	0	1	7	3
COc1ccc2c(c1)c(CCN)c(C)n2Cc1ccccc1	?	0	1.2	-4.7	2.7	-2	7	-4	22
O=C(COC(=O)C1(c2cccc(F)c2)CCCC1)NCc1cccs1	-4	1	1.2	-1.4	4.1	6	-2	4	-28
COc1ccccc1NC(=O)CCC(=O)Nc1nnc(C2CCCCC2)s1	-3	2	-0.6	-2.1	-6.1	-2	-6	6	3
CC1=CC(C)(C)N(C(=O)CNC2CCCC2)c2cc(C)ccc21	-1	-3	/	-1.5	4.3	1	-3	1	4
Cc1ccc(-c2nc3ncccn3c2Nc2ccc3c(c2)OCCO3)o1	-36	1	4.2	0.0	-0.8	-9	29	3	-4
COc1ccc(NS(=O)(=O)c2cc(C(=O)NNC(=O)c3ccncc3)ccc2OC)c(OC)c1	1	-3	-1.9	-2.7	-2.2	-7	21	-6	5

Compound activity deposited in PubChem by several laboratories.
